Bioassay records (PubChem BioAssay)
hcGAS lum: blocks human cGAS activity; inhibition, % at 12.5 µM; Q8N884; 290,000 compounds, 0.081% hits; recombinant h-cGAS, ATP depletion, Kinase-Glo luminescence;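 note: 0% = vehicle reaction and 100% = reaction without DNA for no activity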
Target sequence (Q8N884 whole entry, looked up): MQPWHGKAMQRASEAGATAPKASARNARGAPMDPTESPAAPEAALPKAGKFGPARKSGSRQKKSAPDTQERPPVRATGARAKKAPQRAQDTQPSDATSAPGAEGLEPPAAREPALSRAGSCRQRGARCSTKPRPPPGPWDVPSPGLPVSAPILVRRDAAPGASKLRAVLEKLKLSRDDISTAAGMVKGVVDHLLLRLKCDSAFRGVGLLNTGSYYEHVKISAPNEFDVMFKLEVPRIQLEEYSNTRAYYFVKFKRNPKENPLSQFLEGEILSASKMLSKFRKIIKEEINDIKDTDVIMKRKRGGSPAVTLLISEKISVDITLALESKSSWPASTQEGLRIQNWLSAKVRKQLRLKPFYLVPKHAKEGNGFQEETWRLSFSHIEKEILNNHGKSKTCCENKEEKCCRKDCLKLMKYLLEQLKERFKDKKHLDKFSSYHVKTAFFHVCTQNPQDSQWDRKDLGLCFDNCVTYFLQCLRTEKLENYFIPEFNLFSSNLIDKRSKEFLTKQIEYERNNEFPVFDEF
NPYLR7 agonist: activates Aedes aegypti NPYLR7 receptor. HEK293T NPYLR7/Galpha15, GCaMP6s calcium fluorescence. activation, % at 10 µM. 270,000 compounds, 0.15% hits; in the data active = activation above about 40%;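 note: 0% = vehicle and 100% = reference agonist at the receptor; some compounds past the cut are filed as inactive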
mcGAS inh: inhibitors of mouse cGAS; Q8C6L5; recombinant cGAS, Kinase-Glo ATP depletion luminescence; inhibition, % at 12.5 µM; 160,000 compounds, 0.15% hits;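 note: 0% = negative control wells and 100% = reference inhibitor with no enzyme activity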
Starred values were filed as active, the others as inactive; nt = not tested or not shown; & = joins results of further samples. Cut-off read from the data, not from the text of the source, unless noted: active = inhibition above about 40%; inactive = the rest.

Structure,hcGAS lum,NPYLR7 agonist,mcGAS inh
NC(=O)c1ccccc1OCc1cc2c(cc1Br)OCO2,-12,8,-9
CC(C)C(CNC(=O)c1cn[nH]c1C(F)(F)F)c1ccccc1 (centres undefined),-3,-2,nt
COc1ccc(-c2cc3ccc(OS(=O)(=O)c4ccccc4)cc3oc2=O)cc1,-6,-3,nt
Cn1c(NC(=O)c2cc(Br)ccc2Cl)cc(=O)n(C)c1=O,-14,20,-9
Cc1csc(=Nc2ccc(Cl)c(Cl)c2)n1N=Cc1ccccn1,-2,1,-1
CC(C)C(=O)Nc1ccc(SCC(=O)c2ccccc2)nn1,-2,-1,nt
Cn1cc(C(=O)N2CCN(C(=O)C3CC3)CC2)c2nn(-c3ccccc3)c(=O)c-2c1,-9,0,-8
CC(=O)N1c2ccccc2N=C2CC(C)(C)CC(=O)C2C1c1cccc(Cl)c1 (centres undefined),-3,-6,-7
Cc1ccccc1C(=O)OCCN1C(=O)c2cccc3c(N4CCCCC4)ccc(c23)C1=O,5,-22,0
CN(C)c1nc(NCCSC2CCCCC2)ncc1F,-12,nt,-5
CCC(=O)N1CCCC(OCc2ccc(F)cc2F)C1 (centres undefined),0,-10,-2
C=CC1CC(=O)C=CN1C(=O)Oc1ccccc1 (centres undefined),-7,-2,nt
O=C(CSc1nc2[nH]ncc2c(=O)[nH]1)Nc1ccc(F)cc1,2,-2,nt
C=CCN(CC(=O)N(CCc1ccc(OC)c(OC)c1)Cc1ccc(C)o1)C(=O)C1CCCC1,-9,13,-5
CC(=O)N1CCC(NC(=O)C2CCN(S(=O)(=O)c3c(C)c(C)cc(C)c3C)CC2)CC1,0,1,nt
CCc1cccc2c(C(CC(=O)NCCc3ccccn3)c3ccc(OC)cc3OC)c[nH]c12 (centres undefined),-10,4,-6
COCCCN(CC(=O)N(CCc1ccc(OC)c(OC)c1)Cc1ccc(C)o1)S(=O)(=O)c1ccc(Cl)cc1,-11,nt,-7
O=C(NCc1ccco1)c1cc2c(=O)n3ccccc3nc2s1,-9,12,nt
NNC(=O)c1n[nH]nc1Br,6,-6,nt
CCOC(=NCc1ccccc1)NC(=O)c1cccc(C)c1,-12,20,-6
Cc1nc(C)c(-c2cc(C(=O)NCc3ccc4c(c3)OCO4)n[nH]2)s1,-2,nt,5
Cc1cc2occ(CC(=O)N3CCc4c(nc[nH]c4=O)C3)c2cc1Cl,-6,nt,-9
Cc1onc(-c2c(Cl)cccc2Cl)c1C(=O)NC1CCCCCCC1,-4,8,-4
O=S(=O)(c1ccccc1)N1C[C@H](O)[C@@H](N2CCN(c3cnccn3)CC2)C1,-3,-1,-8
CC(=O)c1cc2cc(Cl)cc(Cl)c2oc1=O,-2,3,nt
Cc1ccc(NC(=O)c2c(NC(=O)c3ccccc3)sc3c2CCCC3)cc1C,-5,18,-4
O=S(=O)(Nc1ccccc1F)c1cccs1,-10,3,nt
COc1cccc(CCNC(=O)/C=C/c2ccc3c(c2)OCO3)c1,0,-8,-3
CC(C)C(=O)NCCn1nc(-c2cccs2)ccc1=O,2,4,-8
COc1cccc(-c2nccc3[nH]nc(-c4cccc(OC(F)(F)F)c4)c23)c1,-1,-1,0
CC(c1nc2ccccc2c(=O)n1-c1cccc(Cl)c1)N(Cc1ccccc1)C(=O)Nc1ccc(Cl)cc1Cl (centres undefined),-5,15,-5
O=C(c1sccc1-c1ccccc1)N1CCN(S(=O)(=O)c2ccc(F)c(Cl)c2)CC1,1,-11,nt

Reprinted from the part before: five entries, followed by the next part.
Structure,hcGAS lum,NPYLR7 agonist,mcGAS inh
COc1cccc(CCNC(=O)/C=C/c2ccc3c(c2)OCO3)c1,0,-8,-3
CC(C)C(=O)NCCn1nc(-c2cccs2)ccc1=O,2,4,-8
COc1cccc(-c2nccc3[nH]nc(-c4cccc(OC(F)(F)F)c4)c23)c1,-1,-1,0
CC(c1nc2ccccc2c(=O)n1-c1cccc(Cl)c1)N(Cc1ccccc1)C(=O)Nc1ccc(Cl)cc1Cl (centres undefined),-5,15,-5
O=C(c1sccc1-c1ccccc1)N1CCN(S(=O)(=O)c2ccc(F)c(Cl)c2)CC1,1,-11,nt
O=C(NNS(=O)(=O)c1ccc(F)c(F)c1)c1cncn1-c1ccc(F)cc1,-8,7,nt
CC(C)C[C@@H](NC(=O)C1=C[C@@H](NS(=O)(=O)c2cccc(C(F)(F)F)c2)[C@@H](O)[C@H](O)C1)C(N)=O,-2,-12,-2
CC(C)NC(=O)N1CCC(c2nc(-c3ccccc3)no2)CC1,-8,4,nt
COc1ccc(-n2nnc3c(N4CCN(C(=O)C(C)C)CC4)ncnc32)cc1,-5,-10,-8
CCOc1ccc(Nc2oc(-c3ccc(S(=O)(=O)N(CC)CC)cc3)nc2C#N)cc1,-6,0,-9
CCCCN1C(=O)C(O)(c2c(C)nn(CCO)c2N)c2ccccc21 (centres undefined),2,2,nt
CC1CCCN(C(=O)c2cncn2-c2cccc(-c3cccc(OC(F)(F)F)c3)c2)C1 (centres undefined),-6,2,-6
CC(=O)c1cc(C(=O)OCC(=O)NCCc2ccccc2)c2ccccn12,-9,1,-8
CC(=O)N1CCC(C(=O)NCc2nc(NC3CCCC3)c3cc(Cl)ccc3n2)CC1,-11,18,nt
CC1(C(=O)NS(=O)(=O)Cc2ccccc2C(F)(F)F)CCN1C(=O)CC1CCCC1 (centres undefined),-1,10,nt
CCc1cccc(NC(=O)N(CC(=O)Nc2cc(C(C)(C)C)nn2-c2ccc(Cl)c(Cl)c2)C(C)C)c1,1,6,-3
COCc1noc(-c2ccc(NCCSc3nccn3C)nc2)n1,-7,4,nt
COc1ccc(C(=O)N2CCN(C(C(=O)N3CCSCC3)C3CCCC3)CC2)cc1OC (centres undefined),-3,3,-5
Cc1ccc(-n2c(N)cc(=O)nc2SCC(=O)N2CCN(c3ccccc3)CC2)cc1,-1,-2,-7
COC(=O)COC(=O)c1ccc(NC2=NS(=O)(=O)c3ccccc32)cc1,-12,2,nt
O=C(CN1CCCC1=O)NCC1CC2c3ccccc3C1c1ccccc12 (centres undefined),-6,1,-7
Cc1nc(C)c(C(=O)N2CCC(C(=O)N3CCCCCCNC(=O)CC3)CC2)s1,-12,nt,-5
Cc1nn(Cc2ccccc2)c(C)c1CNCC1COc2ccccc2O1 (centres undefined),-9,-5,nt
O=C(Nc1ccc(N2CCCC2=O)c(Cl)c1)c1cccc([N+](=O)[O-])c1,-12,0,nt
CCn1cc(S(=O)(=O)N2CCC3(CC2)CCC(O)(CN(C)C)CC3)cn1,-4,nt,-1
Cc1ncc([N+](=O)[O-])n1S(=O)(=O)c1ccc(Br)cc1,2,5,nt
Cc1cc(OS(C)(=O)=O)nc2c1cnn2C(C)C,-4,8,nt
CCCCN(C)S(=O)(=O)c1ccc2c(c1)nc(SCC(=O)N1CCOCC1)n2C1CCCC1,-5,22,-7
CCOc1cn2c(cc1=O)C(=O)N(CCNC(=O)c1ccccc1SCC)CC2,-9,10,nt
Cc1cc(C(=O)O)c(C)n1C,-8,7,nt
COc1cc(C)c2c(=O)cc(-c3ccccc3)oc2c1,6,-8,-2
NC(=Nc1nc(CSc2ccc(Cl)cc2)cc(=O)[nH]1)Nc1ccccc1C(F)(F)F,4,0,-2
COCCn1c(=NC(=O)c2cccc(S(C)(=O)=O)c2)sc2c(OC)ccc(OC)c21,-2,0,nt
Cc1ccc(-c2nc(C)c(C(C)C)c(N3CCN(C(=O)CCc4ccccc4)CC3)n2)cc1,2,-7,0
CCN(CC(=O)NCc1ccc(F)cc1)c1ncnc2ccsc12,-8,3,nt
O=C(CSc1nnc(-c2ccccc2)n1-c1ccccc1)N/N=C\c1ccccc1C(F)(F)F,-7,-4,nt
Cc1cc(NC2CCN(c3ccccn3)CC2)nc(C(C)C)n1,-6&-13,6&8,-7
COc1ccc(Cl)cc1C(=O)Nc1cccc(Cl)c1S(C)=O (centres undefined),-1,0,nt
CC1(C(=O)O)CCN1C(=O)c1ccccc1F (centres undefined),-4,2,nt
CCCNC(=O)c1cc(-c2ccc(F)cc2)n(-c2ccc(C)cc2)c1C,-8,-3,-5
CCCc1cnc(C)nc1N1CCC(F)(F)CC1,-4,1,nt
O=C(CSc1nnc(C2CC2)n1Cc1ccco1)c1ccc(Cl)c(Cl)c1,-1,3,nt
CC(=O)Nc1ccc(CN(C)c2c(C)nc3ccc(C(=O)NCCCn4ccnc4)cn23)cc1,-5,7,-2
Cc1ccccc1Cn1cnc(-c2ccc(F)cc2)cc1=O,-2,-13,-7
Cc1nn(CC(=O)N2CCOCC2)c(=O)c2c1cnn2-c1ccccc1,-4,8,nt

(next part)
compound | hcGAS lum | NPYLR7 agonist | mcGAS inh
COc1cccc(OCC2c3ccsc3CCN2C(=O)CN(C(=O)Nc2cccc(Cl)c2)C(C)C)c1 (centres undefined) | -8 | -3 | -7
Cc1cc(C)nc(SCc2cc(=O)c(OC(=O)Cc3ccc([N+](=O)[O-])cc3)co2)n1 | -6 | -11 | 9
COCCN(Cc1cccnc1)c1nc(N(C)C)cc(C(F)(F)F)n1 | 5 | 12 | nt
O=C(CC12CC3CC(CC(C3)C1)C2)N1CCC(Oc2ccncc2)CC1 | -2 | nt | -3
Cc1ccccc1-c1ncc(CN2CCn3cncc3C2)s1 | -8 | 5 | nt
O=S(=O)(NCCOc1ccc(-c2ccco2)nn1)c1ccc2ccccc2c1 | -9 | -4 | -8
CCCc1cnc(C)nc1N1CCOCC(CN(C)C)C1 (centres undefined) | 0 | -7 | nt
CSc1ccc(NS(=O)(=O)c2cc(C(=O)O)sc2Br)cc1 | -7 | 16 | nt
Cc1cc(C(=O)Nc2ccc(Cl)c(S(=O)(=O)N(C)C)c2)c2ccccc2n1 | -8 | 5 | nt
CCC(C(=O)N1CCOCC1)n1cc(C)sc1=NC(=O)c1cccc(OC)c1 (centres undefined) | -7 | nt | -6
O=S(=O)(Nc1nc2n(n1)C(c1ccccc1)CC(c1ccccc1)=N2)c1ccccc1 (centres undefined) | -9 | 25 | -3
O=c1c(N=Nc2ccccc2[N+](=O)[O-])c(-c2ccccc2)[nH]n1-c1ccccc1 | -5 | 1 | -7
COCC1CN(C(C)=O)CC12CCN(Cc1sccc1C)CC2 (centres undefined) | -8 | nt | -3
c1nc(NC2CCCC2)c2nc3n(c2n1)CCCCC3 | -3 | 1 | nt
COc1ccc2[nH]c3c(c2c1)CCN(C(=O)c1ccc(S(=O)(=O)N=CN(C)C)cc1)C3C(C)Cc1ccc2c(c1)OCO2 (centres undefined) | -16 | 9 | -9
Nc1cc(N)nc(SCC(=O)Nc2cccc(N3CCCC3=O)c2)n1 | -8 | -7 | nt
COc1ccc(C(=O)Nc2ccnn2C2CCN(CC3CNC(=O)O3)CC2)cc1 (centres undefined) | -10 | nt | -12
O=C1CN(Cc2cn(-c3ccc(F)cc3)nc2-c2ccccc2Cl)CCN1 | -6 | 1 | -5
O=c1c(SCc2ccc(Cl)cc2)nccn1-c1ccc2c(c1)OCCO2 | -4 | -2 | -5
COC(=O)c1ccc(C(=O)NC2(c3ccc(Br)cc3)CC2)nc1 | -6 | 6 | -14
CC(C)C(=O)NC(=S)Nc1nc2ccc(Cl)cc2s1 | -4 | -3 | -2
COc1ccc(OCC2CN(C(=O)c3cccc(OC(F)F)c3)CCO2)cc1 (centres undefined) | -8 | 3 | -9
Cc1ncc(-c2ccc(NC(=O)NCCc3nccs3)cc2)o1 | -5 | 11 | nt
CCCc1c(C(=O)OCC)c2cc(NS(C)(=O)=O)ccc2n1S(C)(=O)=O | -7 | -6 | nt
O=C(NCCc1cccs1)Nc1cccc2[nH]c([C@H]3C[C@H](O)[C@@H](CO)O3)nc12 | -1 | 9 | -5
O=S(=O)(Nc1ccc(Cl)cc1F)c1ccc(Cl)s1 | -7 | 0 | nt
CC(=O)Nc1cc(C(=O)CCl)ccc1O | -1 | 1 | 31
CSc1nc2ncc3c(=O)n(-c4ccccc4F)ccc3n2n1 | 1 | 0 | nt
CCC(C)N(Cc1cccc(OS(=O)(=O)CC)c1)C(=O)c1cc(C(F)(F)F)cc(C(F)(F)F)c1 (centres undefined) | -7 | -7 | -4
CSc1ccccc1C(=O)N1CCOC(Cc2cccc(F)c2)C1 (centres undefined) | -10 | 3 | nt
Cc1ccc2nc(C)c(NC(=O)c3ccc4ccccc4n3)c(=O)n2c1 | -15 | 2 | nt
COc1cccc(Nc2n[nH]nc2C(=O)Nc2cccc(C)c2C)c1 | 5 | nt | 3
c1ccc2oc(N3CCN(Cc4ccc(C5CCCCO5)o4)CC3)nc2c1 (centres undefined) | -2 | -3 | nt
COc1ccc(S(=O)(=O)NCCNc2nc(C)nc3sccc23)cc1 | -6 | -3 | nt
COc1ccc(S(=O)(=O)NC(=O)C2(C)CCN2C(=O)Cc2ccccc2Cl)cc1OC (centres undefined) | -7 | 8 | nt
Cc1ccc(C(=O)NCc2ccc(N3CCCC3=O)cc2)cc1S(=O)(=O)N1CCCCC1 | 3 | -2 | nt
CC1=CC(=NNC(=O)c2sc(-c3ccc(Cl)cc3)cc2N)CC1 | -3 | 1 | nt
Cc1ccc(NCCNS(=O)(=O)c2ccc3cccc4c3c2CC4)nn1 | -6 | -16 | -9
FC(F)(F)c1cccc(CCC2CCCN(Cc3cnc[nH]3)C2)c1 (centres undefined) | -4 | 7 | nt
N#CCC(=O)Nc1ccc(C(=O)N2CCN(c3ccc(F)cc3)CC2)cc1 | -16 | 7 | nt
